UBC9 SUMO inh – SUMOylation inhibition. P63279. HTRF SUMOylation assay, SAE1/SAE2 + UBC9, in vitro. inhibition, % at 35 µM. actives 0.36% (n = 290,000). AID 2006; in the data active = inhibition above about 50%, passing the limit was not always enough; note: strong numbers were not always called active
Target sequence (P63279 whole entry, looked up): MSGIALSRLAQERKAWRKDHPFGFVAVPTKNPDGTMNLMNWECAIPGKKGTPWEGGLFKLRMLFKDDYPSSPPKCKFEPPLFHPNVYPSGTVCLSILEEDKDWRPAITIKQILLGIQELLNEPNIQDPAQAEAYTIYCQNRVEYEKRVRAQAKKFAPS
MEKK2mut PB1 HTS – signal of MEK5 binding to mutant human MEKK2 PB1 domain; actives 0.35% (n = 290,000); bead flow cytometry, Alexa488-MEK5 binding to MEKK2 mutant; AID 1530; percent response, % at 10 µM; in the data active = percent response above about 24%, passing the limit was not always enough; note: inactives centre near 1; some results filed as inactive read as strong as hits; reference of the scale not given here
MEKK2 WT-MEK5 – raises or lowers MEK5 binding to wildtype human MEKK2 PB1 domain; bead flow cytometry, Alexa488-MEK5 binding to MEKK2 WT; actives lie on both sides; binding response (% of control), % at 10 µM; Q9Y2U5; actives 1.1% (n = 290,000); in the data active = binding response below about 67% or above about 130%
MEKK3 PB1 HTS – MEKK3-MEK5 PB1 interaction, increase or decrease; Q99759; bead-based flow cytometry, Alexa488-MEK5 binding to MEKK3; actives lie on both sides; 0 = blocked by unlabeled MEK5, 100 = vehicle; binding response (% of control), % at 10 µM; actives 1.4% (n = 290,000);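 active = binding response more than 3 SD above or below the average of its plate-row segment, actives on both sides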;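 note: Alexa488 bead fluorescence after subtracting the streptavidin-only scavenger bead signal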
Target sequence (Q99759 whole entry, looked up): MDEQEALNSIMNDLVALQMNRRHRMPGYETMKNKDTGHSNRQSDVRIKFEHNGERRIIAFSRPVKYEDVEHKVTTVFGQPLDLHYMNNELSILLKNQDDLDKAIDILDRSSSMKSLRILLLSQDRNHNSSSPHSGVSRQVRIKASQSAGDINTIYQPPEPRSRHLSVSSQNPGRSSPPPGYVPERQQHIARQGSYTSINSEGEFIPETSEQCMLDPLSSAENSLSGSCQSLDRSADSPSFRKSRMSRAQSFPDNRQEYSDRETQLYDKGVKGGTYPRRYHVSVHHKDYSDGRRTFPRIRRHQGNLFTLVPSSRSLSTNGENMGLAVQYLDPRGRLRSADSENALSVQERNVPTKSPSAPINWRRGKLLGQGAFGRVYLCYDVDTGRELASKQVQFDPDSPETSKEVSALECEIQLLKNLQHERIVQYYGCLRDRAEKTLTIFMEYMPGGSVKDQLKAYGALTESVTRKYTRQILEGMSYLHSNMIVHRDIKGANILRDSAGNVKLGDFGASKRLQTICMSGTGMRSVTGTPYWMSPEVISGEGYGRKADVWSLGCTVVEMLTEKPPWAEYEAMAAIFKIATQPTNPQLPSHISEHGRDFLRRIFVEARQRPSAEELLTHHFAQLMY
IDE inh – cellular human IDE inhibition; P14735; HEK cells, FAbetaB cleavage, fluorescence polarization; inhibition, % at 5.59 µM; actives 0.41% (n = 320,000); AID 434962;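 active = percent inhibition above the average of all tested compounds plus 3 SD, set per screening campaign, cut at about 16% in these data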;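 note: IDE supplied by intact live HEK cells; FP after avidin binding of uncleaved biotin substrate so inhibition keeps polarization high; 0% = DMSO wells and 100% = 60 µM reference IDE inhibitor Ii1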
IDE act – IDE (human) activation, cell-based; HEK cells, FAbeta-B cleavage, fluorescence polarization; 0% vehicle, 100% cell-free pure enzyme wells; actives 0.073% (n = 340,000); activation, % at 5.96 µM; AID 493087; P14735;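 active = activation above the mean of all tested compounds plus 3 SD, set per screening campaign, cut at about 17% in these data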
pCIP destab – p/CIP protein destabilization; AID 1984; F442A p/CIP-EGFP cells, EGFP fluorescence, 16 h; decrease of EGFP signal, % at 10 µM; actives 0.01% (n = 290,000);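 active = EGFP signal decrease of at least 30% at 10 µM or well 3 SD below plate mean, unless failing retest; inactive = the rest, including hits failing retest or dose response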; note: some compounds called inactive have numbers as strong as hits; many of its hits are not listed in these tables
NALP1 yeast inh – NALP1 inhibition | S. cerevisiae NALP1/ASC/caspase-1 growth, X-gal OD620, 72 h | inhibition, % at 10 µM | actives 0.61% (n = 280,000); in the data active = inhibition mostly above about 24%, no sharp cut-off; inactive = mostly below about 32%; note: some compounds called inactive have numbers as strong as hits
PfM18AAP inh – blocks P. falciparum M18 aspartyl aminopeptidase. inhibition, % at 7.35 µM. actives 1.2% (n = 290,000). recombinant PfM18AAP, H-Glu-NHMec fluorogenic cleavage;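 active = inhibition above the campaign mean inhibition over all tested compounds plus 3 SD, cut at about 28% in these data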;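 note: 0% = plate median of test compound wells and 100% = 2 mM ZnCl2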
The depositor's hits bear a star; . = not tested or not shown; [ ] = remark or other dose. Some of the compounds tested; the hit share may differ from the screen's.

Preview (3 entries):
Results follow in this order: UBC9 SUMO inh	MEKK2mut PB1 HTS	MEKK2 WT-MEK5	MEKK3 PB1 HTS	IDE inh	IDE act	pCIP destab	NALP1 yeast inh	PfM18AAP inh
> COc1ccccc1NC(=O)CN(c1ccc([N+](=O)[O-])cc1)S(=O)(=O)c1ccccc1
    2.2	0.0	98.0	84.0	-1.3	4.5	-1.8	28.6	6.4
> Cc1cc(C)nc(NS(=O)(=O)c2ccc(NC(=O)CCN3C(=O)c4ccccc4C3=O)cc2)n1
    12.0	0.0	94.0	95.0	1.5	9.5	9.3	14.2	11.0
> CC(=O)CCc1ccc(OCC(O)CNC2CCCc3ccccc32)cc1 (stereo not given)
    -6.3	1.0	104.0	104.0	1.2	1.7	-2.7	19.3	3.8

All compounds of this part, from the first entry:
Results follow in this order: UBC9 SUMO inh	MEKK2mut PB1 HTS	MEKK2 WT-MEK5	MEKK3 PB1 HTS	IDE inh	IDE act	pCIP destab	NALP1 yeast inh	PfM18AAP inh
> COc1ccccc1NC(=O)CN(c1ccc([N+](=O)[O-])cc1)S(=O)(=O)c1ccccc1
    2.2	0.0	98.0	84.0	-1.3	4.5	-1.8	28.6	6.4
> Cc1cc(C)nc(NS(=O)(=O)c2ccc(NC(=O)CCN3C(=O)c4ccccc4C3=O)cc2)n1
    12.0	0.0	94.0	95.0	1.5	9.5	9.3	14.2	11.0
> CC(=O)CCc1ccc(OCC(O)CNC2CCCc3ccccc32)cc1 (stereo not given)
    -6.3	1.0	104.0	104.0	1.2	1.7	-2.7	19.3	3.8
> Cc1ccc(NC(=O)c2c(C(F)(F)F)nn(C)c2SCc2cccc(C(F)(F)F)c2)cc1C
    -12.0	0.0	108.0	99.0	1.3	5.0	-14.0	2.4	12.7
> CN1CCN(c2ccccc2NC(=O)c2ccc(-c3ccc(Cl)c(Cl)c3)o2)CC1
    0.2	19.0	139.0*	105.0	-1.9	1.9	-6.6	-0.1	-3.4
> CN(Cc1ccccc1)C(=O)CC(c1ccccc1)c1cc(Cl)ccc1O (stereo not given)
    -43.1	.	.	.	-1.0	4.2	-11.7	11.2	-0.7
> COc1ccc(-c2nc3ccccc3c(=O)n2CCOc2cccc(C)c2C)cc1
    9.4	7.0	98.0	100.0	1.6	7.8	-2.6	15.0	-7.1
> O=C(COc1ccccc1C(=O)NCc1ccncc1)Nc1ccc(Br)cc1
    3.2	-1.0	101.0	99.0	11.4	0.8	-45.2	12.2	4.1
> COC(=O)c1c(NC(=O)C2C3C=CC(CC3)C2C(=O)O)sc(C)c1C (stereo not given)
    -7.9	-4.0	93.0	91.0	5.2	-1.2	-4.5	7.9	-0.3
> COC(=O)C(NS(=O)(=O)c1ccccc1Br)C(C)C (stereo not given)
    -8.3	-3.0	92.0	84.0	0.1	3.9	7.4	5.6	.
> Cc1ccccc1-c1noc(C2CCCCC2)n1
    -7.5	-1.0	97.0	102.0	6.2	0.3	0.7	6.2	-12.5
> C=C(C)C(=O)Nc1nnc(-c2cccs2)s1
    -0.5	2.0	112.0	115.0	-4.3	2.1	-19.1	49.5	-4.7
> CCOC(=O)c1ccc(NC(=O)COC(=O)Cc2csc(-c3ccccc3)n2)cc1
    -9.9	0.0	108.0	101.0	1.6	-4.3	-10.8	25.4	-5.2
> O=C(Nc1ccc(N2CCCCC2)cc1)c1ccc2ccccc2n1
    2.2	0.0	98.0	102.0	4.9	1.5	14.2	-32.1	3.0
> Cc1nc2nc(SCC(=O)N3CCOCC3)nn2c(C)c1Cc1c(F)cccc1Cl
    18.6	-15.0	2.0*[inhibitor]	2.0*[inhibitor]	0.8	4.5	-14.3	10.2	1.3
> CN(C)c1ccc(C(C(=O)NCC2CCCO2)N(C(=O)c2snc(C(N)=O)c2N)c2ccc3c(c2)OCO3)cc1 (stereo not given)
    4.5	-3.0	99.0	99.0	1.2	3.5	-14.7	37.6	19.6
> Cc1ccc(C=Nc2cc([N+](=O)[O-])ccc2C)s1
    -9.2	-4.0	85.0	85.0	3.6	4.6	2.9	27.7	2.2
> CC1CCc2c(C(=O)N3CCN(S(=O)(=O)c4cccs4)CC3)csc2C1 (stereo not given)
    -6.6	1.0	102.0	104.0	0.3	-2.9	-10.1	31.9	5.2
> COCCCNc1nc2ccccc2nc1NS(=O)(=O)c1cc(Cl)ccc1Cl
    -0.4	2.0	101.0	98.0	9.2	0.4	2.0	1.6	-3.9
> CCn1cc(/C=N\NC(=O)c2ccc3c(c2)c(C)c(C)n3Cc2ccccc2)c(C)n1
    -22.0	.	.	.	9.2	0.1	7.0	5.8	12.0
> CCN(CC)c1ccc(CNc2nc3ccccc3n2C)cc1
    -0.9	13.0	107.0	111.0	-8.2	1.1	6.1	.	3.6
> CC(C)Oc1ccc(CNCCC2(C(C)C)CCOC(C)(C)C2)cc1 (stereo not given)
    -2.2	-2.0	100.0	99.0	2.1	-3.4	-6.5	11.9	-6.2
> COc1ccccc1OCc1csc(NC(=O)c2ccco2)n1
    7.4	9.0	108.0	105.0	-1.1	-1.0	0.7	7.6	6.2
> N#CC(C#N)=C1C=CC=CN1/C(=C\c1ccco1)C(=O)c1ccc(Cl)cc1
    31.3	0.0	98.0	102.0	11.3	-4.7	-9.7	3.3	-34.4
> CO/N=C/C(C#N)c1ncc(C(F)(F)F)cc1Cl (stereo not given)
    -9.5	-5.0	94.0	90.0	0.7	6.5	-10.9	-7.3	1.2
> Cc1c(CC(=O)O)c(=O)oc2cc3oc4c(c3cc12)CCCC4
    29.7	-2.0	96.0	98.0	-4.0	2.5	-2.2	.	-14.2
> Cc1cc(CN(C)C(=O)CC2C(=O)NCCN2Cc2c(F)cccc2Cl)n[nH]1 (stereo not given)
    8.5	5.0	99.0	103.0	-7.0	1.0	-10.9	2.3	-1.9
> Cc1c(NC(=O)/C=C/c2cn(-c3ccccc3)nc2-c2ccccc2)c(=O)n(-c2ccccc2)n1C
    -0.3	-5.0	98.0	102.0	4.2	-0.6	-11.9	15.0	-0.3
> CCOc1cccc2cc(C(=O)Nc3nccs3)c(=O)oc12
    9.6	-6.0	95.0	96.0	-9.5	3.2	0.6	-12.3	-0.9
> CC(=O)Cn1c(CN2CCCC2)nc2ccccc2c1=O
    -25.9	-13.0	79.0	98.0	-3.4	1.7	-2.7	13.7	2.1
> O=c1c(Cl)c(NCCCO)cnn1-c1nc2ccccc2[nH]1
    18.2	2.0	96.0	98.0	2.0	0.7	-6.6	-14.5	16.3
> O=C(Cc1ccccc1F)Nc1cc(Cl)ccc1N1CCCC1
    4.8	6.0	106.0	102.0	-2.2	2.4	-0.6	10.6	15.7
> Cc1ccc(-c2nn(-c3ccccn3)c(=O)c3ccccc23)cc1
    38.5	-2.0	97.0	103.0	6.2	5.2	7.7	-3.7	0.7
> Cc1cc(-c2ccccc2)nc(SC(C(=O)O)c2ccccc2)n1 (stereo not given)
    11.3	4.0	-1.0*	103.0	0.0	2.0	-3.1	-14.3	-11.8
> COCCNC(=O)c1ccc(CS(=O)(=O)c2ccccc2C)o1
    7.1	5.0	104.0	105.0	2.5	3.9	-20.4	13.4	3.7
> COc1ccc2cc3cc(C(=O)NCCC(C)C)oc3nc2c1
    10.0	11.0	105.0	107.0	2.8	-2.7	-4.7	27.2	-5.4
> Cc1ccc(C2(C)NC(=O)N(CC(=O)Nc3cc(S(=O)(=O)N4CCOCC4)ccc3C)C2=O)cc1 (stereo not given)
    -14.7	2.0	95.0	95.0	2.3	10.4	6.0	17.2	1.4
> CCOC(=O)N1CCC(NC(=O)c2ccc3c(c2)N(Cc2ccc(C)cc2)CCS3)CC1
    15.2	9.0	112.0	113.0	-0.7	-3.3	-6.3	27.8	4.3
> CC(OC(=O)c1cn(-c2ccccc2)nc1-c1cccnc1)C(N)=O (stereo not given)
    18.8	6.0	104.0	102.0	0.2	1.2	0.6	17.7	0.5
> COc1ccc(OC)c(NC(=O)C2C3CCC(C3=C(C)C)C2C(=O)O)c1 (stereo not given)
    -4.6	-3.0	98.0	94.0	-3.2	3.0	-4.6	20.2	12.2

Some of these compounds in order of length of the SMILES, rising.
Results follow in this order: UBC9 SUMO inh	MEKK2mut PB1 HTS	MEKK2 WT-MEK5	MEKK3 PB1 HTS	IDE inh	IDE act	pCIP destab	NALP1 yeast inh	PfM18AAP inh
> COC(=O)C(NS(=O)(=O)c1ccccc1Br)C(C)C (stereo not given)
    -8.3	-3.0	92.0	84.0	0.1	3.9	7.4	5.6	.
> O=C(COc1ccccc1C(=O)NCc1ccncc1)Nc1ccc(Br)cc1
    3.2	-1.0	101.0	99.0	11.4	0.8	-45.2	12.2	4.1
> Cc1cc(C)nc(NS(=O)(=O)c2ccc(NC(=O)CCN3C(=O)c4ccccc4C3=O)cc2)n1
    12.0	0.0	94.0	95.0	1.5	9.5	9.3	14.2	11.0

Following part
Results follow in this order: UBC9 SUMO inh	MEKK2mut PB1 HTS	MEKK2 WT-MEK5	MEKK3 PB1 HTS	IDE inh	IDE act	pCIP destab	NALP1 yeast inh	PfM18AAP inh
> O=C(COc1cc2oc(=O)c3c(c2cc1Cl)CCCC3)NCC1CCC(C(=O)O)CC1 (stereo not given)
    3.4	5.0	109.0	105.0	0.3	0.1	-6.9	-3.8	-3.0
> CCOC(=O)C(NC(C)=O)(OCc1ccccc1)C(F)(F)F (stereo not given)
    9.5	1.0	103.0	101.0	-0.3	5.0	-5.9	18.7	-3.0
> COc1ccc(OCc2cc(C(=O)N3CCCC3)no2)c2ccccc12
    -8.6	-6.0	91.0	93.0	-3.3	-0.1	-12.5	-1.2	13.4
> CN1CCN(c2ncnc3scc(-c4ccccc4Cl)c23)CC1
    3.0	1.0	104.0	102.0	1.5	1.7	-18.2	29.9	2.3
> Cc1ccc(NC(=O)CCc2nnc3ccc(NCc4ccco4)nn23)cc1F
    10.6	-2.0	95.0	98.0	3.5	1.9	-9.6	-10.4	21.0
> CCOC(=O)/C=C1\SCC(=O)N1CC(=O)NC(C)c1ccc(F)cc1 (stereo not given)
    15.6	14.0	114.0	99.0	-2.1	-1.2	-3.8	18.3	-1.9
> Cc1ccc(N(CC(=O)NC(C)(C)C)C(=O)CS(=O)CC(=O)Nc2ccc3c(c2)OCO3)cc1 (stereo not given)
    20.3	-10.0	80.0	85.0	9.2	6.6	-9.2	19.9	-2.9
> Cc1ccc(NC(=O)C2CCCN(S(=O)(=O)c3c(C)noc3C)C2)c(C)c1 (stereo not given)
    12.4	1.0	105.0	106.0	2.8	-3.0	3.0	15.1	-5.0
> O=C(NCCCCc1ccccc1)C1CC(c2ccc([N+](=O)[O-])cc2)=NO1 (stereo not given)
    11.7	5.0	100.0	100.0	-1.8	3.5	-6.2	-22.8	-12.0
> COCCn1c(SCC(=O)Nc2ccccc2OC)nc2c([nH]c3ccccc32)c1=O
    13.1	9.0	108.0	104.0	2.9	7.2	-2.4	11.0	2.0

Source: PubChem BioAssay (several laboratories)
